High-throughput results (PubChem BioAssay)
aGal spleen mod: qHTS Assay for Inhibitors and Activators of Human alpha-Galactosidase From Spleen Homogenate; human spleen homogenate, 4MU-alpha-Gal fluorescence, 40 min; AID 2107, 2009; Alpha-galactosidase A (Homo sapiens), P06280; Potency, µM (titrated, usually from 80 µM), without a hit: at the top dose activity change, negative = inhibition, hits mostly inhibitors; actives 0.008% (n = 240,000);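 further: potency means the concentration at half of the fitted maximal effect; 0% = enzyme with vehicle and -100% = no enzyme basal signal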
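qHTS titration in buffer at pH 5.0. Alpha-galactosidase activity in spleen homogenate was measured via 4-methylumbelliferone release from 1 mM fluorogenic substrate after 40 min at 37C and a pH 10 stop. AC50 came from Hill fits of control-normalized data.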
TRb-SRC2 inh: qHTS for Inhibitors of the Interaction of Thyroid Hormone Receptor and Steroid Receptor Coregulator 2; Thyroid hormone receptor beta (Homo sapiens), P10828; TRbeta-SRC2 peptide binding, fluorescence polarization; receptor liganded with 1 µM T3; Potency, µM (series often up to 106 µM), for inactives: top-dose activity change, negative = inhibition, hits mostly inhibitors; actives 0.065% (n = 280,000);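 further: potency means the concentration at half of the fitted maximal effect; plate controls were bound peptide for no effect and peptide without receptor for full effect; nearly all actives have a fitted effect of over 50% in size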
Target sequence (P10828 whole entry, looked up): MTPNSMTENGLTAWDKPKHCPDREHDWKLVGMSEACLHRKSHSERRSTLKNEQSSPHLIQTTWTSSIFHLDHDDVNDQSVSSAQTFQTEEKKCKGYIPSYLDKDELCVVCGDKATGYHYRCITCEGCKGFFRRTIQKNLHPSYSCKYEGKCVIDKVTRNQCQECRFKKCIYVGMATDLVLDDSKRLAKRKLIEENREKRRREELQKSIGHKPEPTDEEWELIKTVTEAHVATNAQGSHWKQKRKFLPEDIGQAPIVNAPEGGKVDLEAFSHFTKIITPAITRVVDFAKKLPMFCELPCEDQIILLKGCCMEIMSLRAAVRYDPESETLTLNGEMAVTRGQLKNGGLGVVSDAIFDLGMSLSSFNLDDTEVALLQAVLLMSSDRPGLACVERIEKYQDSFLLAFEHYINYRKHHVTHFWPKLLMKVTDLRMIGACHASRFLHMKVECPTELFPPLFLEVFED
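Each compound concentration gave % activity, normalized to unbound and bound Texas Red SRC2 controls, from polarization read after 5 hr ambient incubation with T3-loaded human TRb LBD.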
NPSR antagonist: qHTS Assay for Antagonists of the Neuropeptide S Receptor: cAMP Signal Transduction | Q6W5P4 | CHO-NPSR cells, cAMP TR-FRET, antagonist mode | Potency, µM (doses to about 38.3 µM), for inactives: at the top dose activity change, negative = inhibition, usual class: inhibitors | actives 1% (n = 220,000) | AID 1461, 2008; further: potency means the concentration at half of the fitted maximal effect; on the % scale 0 is the no-effect control and ±100 the full control effect; nearly all actives have a fitted effect of over 50% in size; many of its hits are not listed in these tables
Target sequence (Q6W5P4 whole entry, looked up): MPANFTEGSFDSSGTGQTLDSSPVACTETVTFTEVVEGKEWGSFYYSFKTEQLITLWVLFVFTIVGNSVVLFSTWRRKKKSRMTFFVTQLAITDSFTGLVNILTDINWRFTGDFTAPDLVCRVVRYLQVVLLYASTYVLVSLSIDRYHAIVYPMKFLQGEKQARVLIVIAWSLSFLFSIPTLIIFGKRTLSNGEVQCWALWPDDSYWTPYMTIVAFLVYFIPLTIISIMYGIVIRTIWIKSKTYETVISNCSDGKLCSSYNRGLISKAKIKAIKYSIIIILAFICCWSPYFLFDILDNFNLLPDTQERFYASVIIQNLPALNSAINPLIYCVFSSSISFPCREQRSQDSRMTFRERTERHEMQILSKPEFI
Epigenetic derep: Quantitative High-Throughput Screen for Regulators of Epigenetic Control; murine LDR cells, GFP reporter derepression, 30 h; Potency, µM (top dose mostly 53.9 µM), for the others: at the highest dose GFP activation, actives largely listed as activators; actives 0.2% (n = 280,000); further: potency means the concentration at half of the fitted maximal effect; % of control where 0% means no effect; nearly all actives have a fitted effect of over 60% in size
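Reporter derepression read as number of fluorescent GFP-positive objects, 20-120 um in size, counted by laser-scanning cytometer. Mouse LDR line with an epigenetically silenced CMV-GFP locus; compound incubation 30 h, 37 C.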
CBFb-RUNX1 inh: qHTS Assay for Compounds Blocking the Interaction Between CBF-beta and RUNX1 for the Treatment of Acute Myeloid Leukemia; Potency, µM (highest dose often 59.8 µM), for inactives: top-dose activity, negative = inhibition, usual class: inhibitors; 230,000 tested, under 10 active; AID 1477, 2009; AlphaScreen CBFb-His/RUNX1-biotin binding, biochemical; Runt-related transcription factor 1 (Homo sapiens) + Core-binding factor subunit beta …; further: % of control where 0% means no effect
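CBFb-His/RUNX1-biotin, 30 nM each, preincubated 20 min RT; compound 15 min RT; Ni + streptavidin beads 50 ng each, 90 min RT; AlphaScreen read.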
TR SRC2 fluor cs: Total Fluorescence Counterscreen for Inhibitors of the Interaction of Thyroid Hormone Receptor and Steroid Receptor Coregulator 2; AID 1479, 2009; actives 0.29% (n = 280,000); TRb/SRC2 Texas Red total fluorescence interference; Potency, µM (series often up to 106 µM), for inactives: at the top dose fluorescence change, negative = quenching; active means well fitted curve in either direction with a large enough effect; inconclusive means small, poorly fitted or top-dose-only effect; further: potency means the concentration at half of the fitted maximal effect; on the % scale 0 is the no-effect control and ±100 the full control effect
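Human TRβ ligand-binding domain (0.6 uM) and Texas Red SRC2 peptide (20 nM) in Tris buffer with 1 uM T3 and 5% DMSO were incubated with pinned compound for 5 hr at ambient temperature. Total fluorescence was computed as S + 2P (555/632 nm).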
Tau FP inhib: qHTS for Inhibitors of Tau Fibril Formation, Fluorescence Polarization. K18 P301L tau heparin fibrillization, Alexa594 FP, 6 h. actives 0.39% (n = 280,000). Potency, µM (doses to about 57.7 µM), inactives show top-dose activity, negative = inhibition, usual class: inhibitors; further: potency means the concentration at half of the fitted maximal effect; on the % scale 0 is the no-effect control and ±100 the full control effect; nearly all actives have a fitted effect of over 55% in size
Target sequence (P10636 561-689 P618L limits assumed): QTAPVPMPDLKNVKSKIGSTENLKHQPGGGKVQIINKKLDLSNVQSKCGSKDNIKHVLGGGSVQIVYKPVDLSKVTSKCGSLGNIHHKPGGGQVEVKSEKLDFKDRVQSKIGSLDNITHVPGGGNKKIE
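Human K18 P301L fragment (15 uM unlabeled plus 0.24 uM Alexa 594-labeled) in 100 mM sodium acetate pH 7 with compound, aggregation induced by 20 uM heparin for 6 hr at 37 C. ThT (30 uM) added for 1 hr, then Alexa 594 FP read.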
Tau fluor counter: Counterscreen qHTS for Inhibitors of Tau Fibril Formation, Fluorescence Polarization; actives 0.93% (n = 280,000); AID 1463, 2008; Potency, µM (doses to about 57.7 µM), inactives show at the top dose activity change, negative = decrease; tau K18 P301L (four-repeat tau fragment) Alexa594 fluorescence, heparin fibrillization; further: potency means the concentration at half of the fitted maximal effect; on the % scale 0 is the no-effect control and ±100 the full control effect; nearly all actives have a fitted effect of over 55% in size
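Human K18 P301L tau (15 uM unlabeled plus 0.24 uM Alexa 594-labeled, final) in 100 mM sodium acetate pH 7 was mixed with compound and 20 uM heparin and incubated 6 hr at 37 C.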
* marks the source's active call; other numbers are inactive results; ? = inconclusive; / = not tested or not shown; [ ] = dose if it differs, or a comment. Unless noted, the call rests on the fitted dose curve; in most records, active means well fitted curve in the direction sought with a large enough effect; inconclusive means small, poorly fitted or top-dose-only effect, or another doubt; inactive means no such curve, though single readings can be large; an effect the other way counts as inactive or inconclusive. The list is partial; the hit share may differ from the screen's.

SMILES	aGal spleen mod	TRb-SRC2 inh	NPSR antagonist	Epigenetic derep	CBFb-RUNX1 inh	TR SRC2 fluor cs	Tau FP inhib	Tau fluor counter
C=C(C)[C@@H]1CC=C(CN2CCC(CCOC)(C(=O)OCC)CC2)CC1	-7.5%	4.4%	-6.4%	3.3%	-3.2%	-2.1%	0.6%	5.5%
COc1ccc(C(=O)CSc2nc(C)cc(C)c2C(=O)Nc2ccccc2C)cc1	/	-2.5%	/	2.4%	/	8.8%	4.8%	-10.9%
COc1ccc(/C=N/Nc2ncc(C(F)(F)F)cc2Cl)cc1OC	-11.1%	-7.7%	-16.0%	7.7%	22.1%	-3.1%	-1.6%	-12.0%
COC(=O)c1cc(C(=O)OC)cc(N2C(=O)CC(NNC(=O)c3ccccc3Br)C2=O)c1 (stereo not given)	5.2%	-7.7%	-13.9%[46.1 µM]	-1.1%	3.5%	-0.7%	7.7%	-3.1%
CCC(=O)Nc1ccc(S(=O)(=O)NCc2cccn2Cc2cccc(C)c2)cc1	/	0.6%	/	1.6%	/	-0.5%	-10.7%	?
CN1/C(=C\C(=O)COC(=O)c2ccco2)C(C)(C)c2ccccc21	-1.1%	0.3%	4.4%	3.4%	9.4%	0.4%	7.5%	-2.3%
CC(C)(C)Nc1nc2nonc2nc1NC(C)(C)C	-2.2%	3.6%	-22.8%[46.1 µM]	0.0%	4.7%	-4.1%	3.4%	-8.9%
CCOc1cc(/C=C2\SC(=O)N(c3ccc(O)cc3)C2=O)ccc1O	-17.6%	-1.1%	-34.5%	9.5%	1.5%	-3.5%	?	?
Cc1nn(-c2ccccc2)c2c1C1(C(=O)Nc3ccccc31)N1C(=N2)Sc2ccccc21 (stereo not given)	-0.8%	0.4%	?	0.8%	-14.1%	1.9%	?	?
COc1ccc(N2C(=O)CCC(C(=O)NCCCN3CCC(C)CC3)C2c2ccc(OC)c(OC)c2)cc1 (stereo not given)	-0.6%	-0.5%	40.7%	1.5%	0.1%	0.0%	0.0%	-7.3%
COc1ccc(C2Nc3ccccc3C(=O)N2NS(=O)(=O)c2ccccc2)cc1OC (stereo not given)	-1.5%	7.2%	-11.4%	-2.0%	-7.5%	0.0%	0.2%	-9.5%
CCOc1ccc(NC(=O)CCC(=O)c2ccc(-c3ccccc3)cc2)cc1	-2.8%	-7.1%	-0.8%	0.0%	6.2%	1.2%	6.2%	2.5%
N=c1sccn1CC(=O)Nc1ccc(Cl)cc1[N+](=O)[O-]	5.1%	-0.7%	-29.1%	-0.3%	3.6%	2.3%	0.6%	1.5%
COc1ccc2c(C)cc(N3CCCCCC3)nc2c1	8.3%	-8.8%	-12.5%	0.1%	2.0%	-1.8%	-0.3%	-2.9%
c1ccc(-c2nnc(-c3ccco3)n2-c2ccccc2)cc1	0.3%	-13.2%	-14.1%[46.1 µM]	3.5%	9.0%	4.1%	2.4%	0.6%
C=CCn1c(SCC(=O)N2CCCC2)nc2scc(-c3cccs3)c2c1=O	5.9%	0.8%	-5.7%[46.1 µM]	-1.1%	-2.8%	4.8%	4.6%	-0.1%
CC(C)(C)c1cc(C(F)(F)F)nc(SCCCNC(=O)c2ccco2)n1	5.2%	-2.4%	?	-0.2%	4.1%	3.1%	2.2%	-20.3%
N#CCCN(C(=S)NC(=O)c1ccco1)c1ccccc1F	-2.8%	-1.4%	19.2%	1.7%	4.0%	0.1%	-8.1%	5.1%
Nc1ncn(-c2ncc(C(F)(F)F)cc2Cl)n1	1.3%	-1.8%	-22.8%	-3.1%	12.5%	-3.6%	2.7%	-1.0%
Cc1ccc(N(CC(=O)NCc2ccncc2)S(C)(=O)=O)cc1Cl	-15.2%	-8.2%	-6.6%[46.1 µM]	0.0%	-5.0%	0.4%	-1.3%	-6.8%
Cc1ccc(C(=O)OCC(=O)NC(C)C)cc1S(=O)(=O)N1CCOCC1	7.6%	-6.6%	16.2%	0.1%	13.8%	2.9%	-1.7%	-8.3%
COc1cc(/C=N/NC(=O)C(=O)NCC2CCCO2)ccc1O (stereo not given)	3.8%	9.2%	11.1%	0.0%	2.5%	-1.7%	-1.1%	8.3%
COC(=O)Nc1ccc(S(=O)(=O)N2CCCC(C(=O)N3CCN(C)CC3)C2)cc1 (stereo not given)	-5.6%	1.5%	18.7%	4.2%	12.1%	-3.7%	-7.6%	-0.5%
CC(C)(C)C1=Nn2c(nnc2-c2n[nH]c3c2CCC3)SC1	7.8%	-20.1%	-8.1%[46.1 µM]	-0.8%	-3.8%	3.8%	-2.6%	5.3%
CCn1cc(C(=O)NCCCN2CCC(C)CC2)c2cc(OC)c(OC)cc2c1=O	-1.2%	5.0%	1.9%[46.1 µM]	0.0%	3.2%	-0.7%	?	-11.7%

Some values from the list:
In Tau fluor counter, COC(=O)Nc1ccc(S(=O)(=O)N2CCCC(C(=O)N3CCN(C)CC3)C2)cc1 (stereo not given) has -0.5%
In CBFb-RUNX1 inh, C=CCn1c(SCC(=O)N2CCCC2)nc2scc(-c3cccs3)c2c1=O has -2.8%

(continued)
SMILES	aGal spleen mod	TRb-SRC2 inh	NPSR antagonist	Epigenetic derep	CBFb-RUNX1 inh	TR SRC2 fluor cs	Tau FP inhib	Tau fluor counter
O=C(N/N=C/c1ccc(OCCCF)cc1)c1cc(OCC(F)(F)F)ccc1OCC(F)(F)F	-4.9%	-6.8%	-1.1%[46.1 µM]	-2.3%	-1.8%	-4.2%	-4.1%	-2.4%
O=C(CC1SC(=Nc2ccccc2)N(CCCCO)C1=O)NCc1ccccc1 (stereo not given)	-2.3%	0.0%	-3.4%[46.1 µM]	0.0%	0.6%	-0.7%	-5.6%	-7.5%
CC1(C)Cc2c(sc3nc(-c4ccccc4Cl)n(N)c(=O)c23)CO1	11.1%	-19.4%	-6.2%[46.1 µM]	-3.0%	4.9%	1.6%	-9.2%	-7.2%
Cc1ccc(OC(=O)c2snnc2C)cc1C	/	-6.6%	/	-1.6%	/	8.9%	-5.0%	-27.1%
Oc1cccc2ccc(/C=C/c3ccc(Br)s3)nc12	14.4%	-0.6%	-32.1%	7.1%	-18.0%	0.2%	0.1%	3.0%
CNC(=O)C1(C(F)(F)F)CC(CCCO)CCCO1 (stereo not given)	3.3%	-1.2%	/	/	11.6%	-2.8%	/	/
COc1cc(NC(=O)COC(=O)C2CC2)c(C)cc1[N+](=O)[O-]	-11.9%	0.0%	2.3%	1.0%	3.6%	5.1%	8.9%	2.7%
Cc1cccc(Nc2ccc(C(=O)N3CCOCC3)cn2)c1	2.4%	-2.2%	-3.5%	-2.9%	-10.9%	-2.5%	8.9%	7.5%
Cn1nc(C(F)(F)F)c(-c2ccc(Br)cc2)c1NC(=O)c1cccnc1	-3.5%	3.1%	-3.8%	6.5%	4.5%	-1.5%	-4.3%	-14.6%
COc1cccc(N=C2CC(C)(C)CC(=O)/C2=C(/O)c2ccccc2)c1	0.1%	6.7%	3.2%	1.1%	-11.3%	3.9%	6.9%	-3.8%
COc1ccccc1N1CCN(CCCNC(=O)Cn2ncc3c([nH]c4ccccc43)c2=O)CC1	/	11.0%	/	-0.2%	/	4.6%	3.3%	-17.2%
COc1ccc(C[C@H]2CN3C(=NC[C@@H]3C)N2CCNC(=O)CCC2CCCCC2)cc1	5.1%	-1.4%	-11.4%	2.4%	7.5%	-0.6%	11.9%	6.0%
CCCn1c(N/N=C\C=C\c2ccccc2)nc2c1c(=O)[nH]c(=O)n2C	-0.4%	3.6%	-22.4%	-0.2%	3.5%	-5.8%	18.9%	-13.4%
Cn1c2c(c(=O)n(C)c1=O)CN(CCN1CCNCC1)CN2	-0.1%	?	-1.8%[46.1 µM]	-1.1%	-0.4%	2.1%	2.8%	-10.6%
Cc1cc(-c2ccccc2)nc(N2CCC(C(=O)NCc3ccccc3Cl)CC2)n1	-3.4%	0.0%	-3.5%	-1.0%	1.8%	-0.2%	2.3%	-0.5%
CC(C)(C)C(=O)CN1CCN(C2c3ccccc3-c3ccccc32)CC1	-6.2%	5.0%	-6.0%[46.1 µM]	0.7%	-2.0%	-1.0%	-8.2%	-15.9%
Cc1cccc(N=Cc2cc(Br)cc(Cl)c2O)c1	9.0%	-4.7%	-18.6%	-3.7%	2.5%	-0.1%	-14.0%	-8.7%
Fc1ccc2nc(Nc3nc4cc5c(cc4s3)OCCO5)sc2c1	5.1%	5.1%	-11.1%	0.0%	2.6%	-5.7%	-6.1%	14.1µM*[quencher]
Cc1ccc(C)c(NC(=O)C(CC(C)C)N2Cc3ccccc3C2=O)c1 (stereo not given)	/	-6.1%	/	-1.2%	/	4.1%	-0.8%	-5.9%
COc1ccccc1CNc1cc(-c2cccc(NS(C)(=O)=O)c2)ncn1	3.6%	2.7%	/	3.1%	/	-7.5%	-5.6%	-26.7%
Cc1c(Cl)cccc1Nc1nc(N)nc(CN2CCc3ccccc3C2)n1	4.2%	-2.9%	?	-2.6%	-19.1%	-4.3%	-5.1%	-17.1%
